# Screening results (PubChem BioAssay)
# PAX8 reporter: lowers PAX8-driven luciferase in RMG-I cells. RMG-I TPO-luciferase reporter, SteadyGlo, 24 h. inhibition, % at 12.6 µM. actives 1.2% (n = 360,000). AID 652154;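 active = mean replicate inhibition at least 60% with every replicate also reaching 60%; inconclusive = only one of the two criteria is met; inactive = mean below 60% and not all replicates reaching 60%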;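 also: luciferase light reporting Pax8 driven TPO promoter activity; plate controls were median of neutral control wells for no effect and mitoxantrone controls for full effect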
# Casp6 inh: caspase-6 (human) enzyme inhibition; P55212; purified caspase-6, Z-VEID-R110 cleavage fluorescence; inhibition, % at 12.5 µM; actives 0.53% (n = 350,000);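 active = mean inhibition across replicates at least about 35%, with every replicate also reaching that limit, limit read from the data; inconclusive = only one of the two criteria met; inactive = neither criterion met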;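 also: 0% = median of neutral control wells and 100% = no fluorescence left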
# Target sequence (P55212 24-179 limits assumed): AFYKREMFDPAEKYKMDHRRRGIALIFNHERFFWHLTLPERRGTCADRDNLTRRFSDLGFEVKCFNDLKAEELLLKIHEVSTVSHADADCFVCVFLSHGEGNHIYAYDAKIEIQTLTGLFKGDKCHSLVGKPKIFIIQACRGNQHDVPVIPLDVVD
# Target sequence (P55212 194-293 limits assumed): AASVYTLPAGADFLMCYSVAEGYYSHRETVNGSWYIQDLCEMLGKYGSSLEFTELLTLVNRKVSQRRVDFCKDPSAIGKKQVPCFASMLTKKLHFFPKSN
# EWS-Fli block: EWS/Fli transcriptional activity inhibition; A673 NR0B1-luciferase reporter, viability-normalised; actives 0.67% (n = 350,000); inhibition, % at 12.6 µM;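 active = mean inhibition of at least 50% after viability correction, with every replicate also passing that limit; inconclusive = mean reaches 50% but only one of two replicates passes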;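 also: firefly luciferase signal divided by Alamar Blue viability fluorescence both relative to DMSO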
# DENV2 CPE: DENV2-induced cell death inhibition; CPE inhibition, % at 9.99 µM; DENV2-infected cells, cytopathic effect rescue, plate reader; actives 1.7% (n = 350,000); AID 651640; in the data active = CPE inhibition above about 20%, passing the limit was not always enough; inconclusive = no clear call, values can overlap the other calls; tested in BHK-21 cells;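 also: 0% = median of neutral control wells and 100% = median of positive control wells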
# SIRT5 inh: inhibitors of human sirtuin-5 desuccinylase; Purified SirT5, succinyl-peptide AMC, trypsin-coupled fluorescence; inhibition, % at 15 µM; actives 1.1% (n = 330,000); AID 652115; in the data active = inhibition above about 15%; inconclusive = no clear call, values can overlap the other calls
# Target sequence (Q9NXA8 whole entry, looked up): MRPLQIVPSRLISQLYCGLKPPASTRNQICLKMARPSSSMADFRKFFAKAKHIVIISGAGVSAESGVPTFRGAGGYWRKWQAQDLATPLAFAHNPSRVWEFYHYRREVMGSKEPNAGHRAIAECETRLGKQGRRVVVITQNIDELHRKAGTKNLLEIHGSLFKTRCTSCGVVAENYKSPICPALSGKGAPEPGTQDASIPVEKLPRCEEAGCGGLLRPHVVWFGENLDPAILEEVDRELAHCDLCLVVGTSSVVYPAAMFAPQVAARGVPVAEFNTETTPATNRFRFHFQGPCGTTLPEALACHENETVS
# LGR2 antag: inhibitors of bursicon-induced Drosophila LGR2 receptor cAMP signaling; actives 0.35% (n = 380,000); inhibition, % at 9.99 µM; HEK293 LGR2, CRE-luciferase, bursicon-stimulated, 4 h;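 active = drop in luminescence signal, shown as inhibition above about 50% in the replicate tests, limit read from the data, passing the limit was not always enough; inconclusive = probably only some replicates passing the limit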;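 also: agonist challenge used bursicon conditioned medium at about half maximal strength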
# ARNT TACC3 PPI: disrupts binding between human ARNT and TACC3; Q9Y6A5; AlphaScreen His-ARNT PAS-B/GST-TACC3 binding, luminescence; TACC3 fragment carries E629A point mutation; inhibition, % at 9.99 µM; actives 0.66% (n = 390,000); AID 623870;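 active = mean inhibition of replicates at least 50% and at least half of replicates each reaching 50%; inconclusive = half or more replicates reach 50% but mean below 50%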;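 also: 0% = complete ARNT plus TACC3 wells and 100% = ARNT alone without TACC3; many hits fall short of the cut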
# * marks the source's active call; other numbers are inactive results; ? = inconclusive; . = not tested or not shown; & = joins results of further samples.
SMILES,PAX8 reporter,Casp6 inh,EWS-Fli block,DENV2 CPE,SIRT5 inh,LGR2 antag,ARNT TACC3 PPI
CCC(=O)Nc1ccc2c(c1)C(=O)N(C)[C@H]1CC[C@H](CC(=O)NCc3ccccc3Cl)O[C@H]1CO2,-12,-2,4,.,5,-25,-8
CCNC(=O)[C@H]1[C@H](CO)[C@H]2Cn3c(ccc(-c4cccnc4)c3=O)[C@H]2N1Cc1ccc2c(c1)OCO2,-6,2,0,-2,12,-20,-2
COC(=O)CSc1nnc(-c2ccccn2)n1N,4,0,12,-4,-2,6,25
CC1CCCCN1C(=O)COC(=O)c1ccc2ccccc2n1 (stereo unspecified),-14,2,-3,9,-1,-13,-2
Cc1cc(C(=O)OCC(=O)Nc2c(Cl)cccc2Cl)c(C)o1,-7,-1,1,-3,-1,4,-1
CCCN1C[C@H](C)[C@@H](OC)CN(C)C(=O)c2ccc(NC(=O)c3cccc(OC)c3)cc2OC[C@H]1C,.,-3,4,20,7,-5,-9
Cc1ccc(CNc2cc(C(=O)O)ccc2Cl)s1,-6,4,1,6,-3,-2,-6
COc1ccc(NC(=O)Nc2ccc3c(c2)C(=O)N([C@@H](C)CO)C[C@H](C)[C@H](CN(C)C(=O)Nc2c(C)noc2C)O3)cc1,.,1,-7,0,8,-18,2
Cc1cc(NS(=O)(=O)c2ccc(NC(=O)CCCOc3ccccc3C)cc2)nc(C)n1,8,8,4,-3,.,5,11
CCC(=O)N1C[C@H](C)[C@@H](OC)CN(C)C(=O)c2ccc(NC(=O)NC(C)C)cc2OC[C@@H]1C,.,1,1,-2,-1,-5,.
COC(=O)C[C@@H]1CC[C@H](NC(=O)c2ccccc2)[C@H](CO)O1,-3,1,-2,-2,-1,-6,-9
Nc1nc(CN2CCN(C(c3ccccc3)c3ccccc3)CC2)nc(Nc2ccccc2)n1,2,-2,7,0,0,.,6
CO[C@@H]1CN(C)C(=O)c2ccc(NS(C)(=O)=O)cc2OC[C@@H](C)N(C(=O)C2CCC2)C[C@H]1C,-31,0,-3,2,-1,-13,-6
Cc1cccc(C(=O)NC(=S)Nc2ccccc2C(F)(F)F)c1,-20,.,.,.,.,-9,-4
CCc1cc(=O)n2[nH]c(C)c(-c3ccc(OC)cc3)c2n1,-6,1,0,2,2,-4,5
Cc1noc(C)c1NC(=O)Nc1ccc2c(c1)C(=O)N(C)[C@@H]1CC[C@H](CC(=O)NCc3ccc(Cl)cc3)O[C@@H]1CO2,12,1,-12,-4,0,8,0
Cc1noc(C)c1NC(=O)N[C@@H]1CC[C@H](CC(=O)NCc2ccc(Cl)c(Cl)c2)O[C@H]1CO,-6,8,-2,?,-2,18,2
CCC(=O)N(CC)C[C@H]1[C@H](c2ccccc2)[C@@H](CO)N1C(=O)C1CCC1,11,1,1,-1,-1,8,-6
CNc1nc(Cl)c(SC)c(NC2CCCCC2)n1,-13,0,8,-4,.,6,.
CCOC(=O)C1CCN(C(=O)CSc2ccc(Br)cc2)CC1,0,-3,6,-3,-3,-4,-2
COc1cccc(CN2CCNC(=O)C2CC(=O)NCc2cn3ccc(C)cc3n2)c1OC (stereo unspecified),7,1,-5,2,-6,-1,11
Cc1cc(NC(=O)CSc2nc3ccccc3n2CCC#N)no1,8,4,0,7,-2,-9,0
COc1ccc(CN(C)C[C@@H]2Oc3ccc(NC(=O)CCN4CCOCC4)cc3CC(=O)N([C@H](C)CO)C[C@H]2C)cc1,-10,3,29,?,.,-2,.
Cc1ccc(NC(=O)CN2C(=O)N/C(=C\c3cccnc3)C2=O)cc1,11,3,-1,0,1,13,-1
CC(=O)NS(=O)(=O)c1ccc(NC(=O)c2cccc(S(=O)(=O)N3CCc4ccccc43)c2)cc1,7,9,-13,1,-4,-9,-3
C[C@@H]1CN([C@@H](C)CO)C(=O)c2cccc(NC(=O)c3cnccn3)c2O[C@H]1CN(C)Cc1ccc(-c2ccccc2)cc1,30,-3,5,8,-1,3,3
Cc1ccc(S(=O)(=O)N(C)C[C@H]2OCCCC[C@H](C)Oc3ccc(NC(=O)Nc4ccccc4)cc3C(=O)N([C@@H](C)CO)C[C@H]2C)cc1,.,0,6,-6,0,-18,23
O=C(Nc1ccc(F)cc1)N1C[C@@H]2[C@H](c3ccccc31)[C@H](CO)N2C(=O)Cc1ccncc1,-4,2,-13,?,2,-14,7
CC(C)Cc1cc(C(=O)N2CCC(N3CCC(C(=O)NC4CC4)CC3)CC2)n[nH]1,-3,-6,-3,1,17*,-5,-3
O=C1C(Cc2ccccc2)Nc2ncnc(N3CCN(c4ccccc4)CC3)c2N1Cc1ccccc1 (stereo unspecified),-1,2,-6,4,.,-14,1
Cc1noc(C)c1NC(=O)N(C)C[C@H]1Oc2ncc(C#CC3CCCCC3)cc2C(=O)N([C@H](C)CO)C[C@H]1C,.,2,-2,10,-1,-6,-3
Cc1ccc(S(=O)(=O)Nc2ccc(-n3cnnn3)cc2)c(C)c1,-10,2,3,-3,-6,4,1
O=C(CN1CCOCC1)N1CCN(c2ccc([N+](=O)[O-])cc2)CC1,57,0,-8,8,1,3,.
CCCN1CCN(CCCNC(=O)c2ccccc2NC(=O)C2=C(C)OCCS2)CC1,-19,-51,.,2,-4,-2,0
O=C(NCC1CCCO1)C(=O)N/N=C/c1ccc(O)c(Cl)c1 (stereo unspecified),-15,2,-9,6,-4,7,-1
O=C(COC(=O)c1c(F)cccc1F)NC(=O)NCc1ccccc1,-9,0,0,1,.,-1,.
O=C(c1cnccn1)N1CC(=O)N2[C@H](CO)[C@@H](c3ccc(/C=C/c4ccccc4)cc3)[C@@H]2C1,-6,1,-3,7,0,-21,.
CCC/C=C/c1ccc(CN2C(C)C(=O)N(Cc3cn(CC4CCCCC4)nn3)CCS2(=O)=O)cc1 (stereo unspecified),10,0,16,-9,2,-15,.
C[C@@H]1CCC[C@]2(O[C@H](CCO)C[C@@H](O)[C@@H]2O)O1,4,-2,-11,?,-1,-8,.
CN(c1cccc(NC(=O)CN(c2ccc(F)cc2)S(C)(=O)=O)c1)S(C)(=O)=O,-7,-1,6,-7,1,10,1
COCC(=O)N(C)C[C@@H]1Oc2cc(-c3cccc(F)c3)ccc2S(=O)(=O)N([C@H](C)CO)C[C@H]1C,.,0,1,-1,8,10,-6
CC(CC(=O)N1CCN(c2cccc(Cl)c2)CC1)S(=O)(=O)c1ccc2c(c1)NC(=O)CO2 (stereo unspecified),37,1,.,3,-4,20,-2
Cc1cccc(NC(=O)c2sc3ncn(CC(=O)N4CCN(c5ccccn5)CC4)c(=O)c3c2C)c1,11,-2,-3,-3,6,-7,0
CC1CCCCC1NC(=O)CN1C(=O)CSc2cc(S(=O)(=O)N3CCCCCC3)ccc21 (stereo unspecified),85*,-5,0,.,-1,.,-7
O=C(Nc1ccc(-c2ccccc2)cc1)[C@@H]1[C@@H](CO)[C@@H]2Cn3c(cccc3=O)[C@@H]2N1CC1CCCCC1,.,1,9,3,8,22,28
CCc1nnc(NC(=O)CCC(=O)N2CCN(S(=O)(=O)c3cc(Cl)ccc3OC)CC2)s1,-20,.,-1,11,7,2,-33
CC1CC(=O)c2ccccc2C1C (stereo unspecified),-5,0,15,3,-5,-14,1
O=C(O)c1ccccc1C(=O)c1ccc(N2CCOCC2)c([N+](=O)[O-])c1,0,2,-4,6,1,3,-4
CCn1c(SCC#N)nc2ccccc2c1=O,-9,3,-9,-5,-2,-1,-20
C[C@@H]1CN([C@@H](C)CO)C(=O)c2cc(Br)cnc2O[C@H]1CN(C)C(=O)Nc1ccc(F)cc1,6&8&17,0&0,-4&1&8,?,-4&-5&-3,-1&9,-5&-2

# In a second layout: results already given
> CC(CC(=O)N1CCN(c2cccc(Cl)c2)CC1)S(=O)(=O)c1ccc2c(c1)NC(=O)CO2 (stereo unspecified)
  PAX8 reporter: 37
  Casp6 inh: 1
  EWS-Fli block: .
  DENV2 CPE: 3
  SIRT5 inh: -4
  LGR2 antag: 20
  ARNT TACC3 PPI: -2

> Cc1cccc(NC(=O)c2sc3ncn(CC(=O)N4CCN(c5ccccn5)CC4)c(=O)c3c2C)c1
  PAX8 reporter: 11
  Casp6 inh: -2
  EWS-Fli block: -3
  DENV2 CPE: -3
  SIRT5 inh: 6
  LGR2 antag: -7
  ARNT TACC3 PPI: 0

# Following part.
SMILES,PAX8 reporter,Casp6 inh,EWS-Fli block,DENV2 CPE,SIRT5 inh,LGR2 antag,ARNT TACC3 PPI
CCOc1nc(OCC)c2cnn(C)c2n1,5,1,4,-6,-3,-7,-7
O=C(C[C@@H]1CC[C@H]2[C@@H](COC[C@H](O)CN2C(=O)Nc2cc(Cl)cc(Cl)c2)O1)N1CCCCC1,9,-1,4,-14,-3,5,0
Cc1cc(C)n2nc(C(=O)N(C)c3c(N)n(Cc4ccccc4)c(=O)[nH]c3=O)nc2n1,-12,0,-1,10,-1,4,2
CCOC(=O)CNC(=S)SC,0,-3,1,1,4,-8,-7
COC(=O)C1(C(=O)OC)c2ccccc2N(S(=O)(=O)c2ccc(C)cc2)C1CC(C)=O (stereo unspecified),-11,3,1,7,2,26,.
Cc1cc(=O)[nH]c(SCC(=O)N(CCC#N)c2ccccc2)c1C#N,7,2,-5,3,1,-5,0
COc1cc(C(=O)NCc2ccc3c(c2)cc(C)n3C)cc(OC)c1OC,2,-3,10,-1,10,-15,-3
COc1ccc(C)cc1N=Nc1ccc(O)c2ncccc12,59,-1,13,-2,-3,30,11
O=C(NCc1ccccc1)[C@]1(CCS(=O)(=O)c2ccccc2)N=C(c2ccc(OCCCO)cc2)O[C@@H]1c1ccccc1,53,2,9,1,3,.,.
COc1ccc(NC(=O)Nc2ccc3c(c2)C(=O)N([C@H](C)CO)C[C@H](C)[C@H](CN(C)Cc2ccc4c(c2)OCO4)OCCCC[C@H](C)O3)cc1,41,-1,6,10,1,33,18
CC(=O)c1ccc(N2CCN(CC3CCCCC3)CC2)cc1,5,0,0,20,-3,2,-6
CCOC(=O)C1(Cc2ccccc2C(F)(F)F)CCN(C2CCCC2)CC1,7,1,6,-9,-1,27,0
O=C1C(=O)N(c2ccccc2)C(c2ccccc2[N+](=O)[O-])/C1=C(\O)c1ccccc1 (stereo unspecified),13,1,-10,6,0,.,11
O=C(CSc1ncnc2scc(-c3ccccc3)c12)NCc1ccc2c(c1)OCO2,19,3,8,4,-1,1,.
CCC/C(=C1/c2ccccc2C(=O)N1c1ccccc1)c1ccc(C=O)o1,-14,-8,-5,-5,.,-23,.
OC[C@@H]1[C@@H](c2ccc(C#CC3(O)CCCC3)cc2)[C@H]2CN(Cc3cncnc3)CCCCN12,-31,.,1,.,.,-6,-4
NC(=O)c1ccc(NC(=O)CCCc2nc(-c3ccccc3Cl)no2)cc1,.,0,.,.,18*,7,22
COc1ccc(S(=O)(=O)N2CCN(Cc3ccccc3[N+](=O)[O-])CC2)cc1,10,-2,17,0,1,-3,-13
COc1ccc([Si](C)(C)[C@@H]2[C@@H](CCn3cc([C@H](O)c4ccccc4)nn3)O[C@]3(C(=O)N(Cc4ccc(N5CCC5=O)cc4)c4ccccc43)[C@H]2C)cc1,-8,-1,10,?,14,.,4
O=C(Oc1cccccc1=O)c1ccccc1,2,-3,2,14,-1,-10,20&1
Cc1cc(C)c2c(c1)OC(=O)CC2c1ccc2c(c1)OCO2 (stereo unspecified),-23,0,-1,0,-5,4,-5
O=C(NCC[C@@H]1CC[C@H](NS(=O)(=O)c2ccc(Oc3ccccc3)cc2)[C@@H](CO)O1)C1CC1,5,-2,-4,-6,-2,2,4
O=C1N[C@@H](c2ccccc2)COC(=O)[C@@H](Cc2ccc(F)cc2)CC/C=C/C[C@@H]1CC(=O)N(CCO)Cc1ccccc1,8,4,4,17,1,5,6
CCOC(=O)c1csc(N/N=C2\CCCc3ccccc32)n1,-19,2,-11,5,-3,9,10
COc1ccccc1-c1cnc2c(c1)C(=O)N([C@H](C)CO)C[C@@H](C)[C@H](CN(C)Cc1ccc(C(=O)O)cc1)O2,.,0,-25,-4,3,8,.
CCN1CCN(C(=O)C2CCN(S(=O)(=O)c3ccc(Br)cc3)CC2)CC1,.,4,1,-8,-3,10,2
Cc1ccc(CNC(=O)COc2ccc(C(=O)c3ccc(F)cc3)cc2)cc1,12,.,.,.,.,8,-4
